# SENP7 inh – SENP7 protease inhibitors, primary screen, biochemical, luminescence, uHTS | recombinant SENP7, Z-RLRGG-aminoluciferin luminescence, 40 min | inhibition, % at 5 µM | actives 1.5% (n = 330,000) | AID 434973, 2010;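 active = inhibition above about 50% at the single test dose, limit read from the data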;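 also: plate controls were DMSO with enzyme for no effect and no enzyme buffer wells for full effect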
# HKDC1 inh – HKDC1 hexokinase inhibitors, primary screen, biochemical, fluorescence, uHTS. Q2TB90. recombinant HKDC1, G6PDH/diaphorase resazurin coupled fluorescence. inhibition, % at 20 µM. actives 0.16% (n = 340,000);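 active = inhibition above about 35% when tested at 20 µM, limit read from the data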;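 also: plate controls were DMSO wells with enzyme for no effect and DMSO wells lacking enzyme for full effect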
#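 Incubation: 90 min at room temperature in dark / Material: recombinant HKDC1 (HK5) hexokinase enzyme, produced in-house / Quantity: enzyme 5 µg/mL final / Compound: one dose of 20 µM, 1% DMSO / Reagent: glucose and ATP substrates / Buffer or medium: Tris pH 8.0 buffer with MgCl2, Tween-20, BSA, BME / Technique: resorufin fluorescence at 613 nm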
# PfGluPho inh – PfG6PD enzyme inhibitors, primary screen, biochemical, fluorescence intensity, uHTS; glucose-6-phosphate dehydrogenase-6-phosphogluconolactonase (Plasmodium falciparum 3D7); PfGluPho enzyme, NADPH resazurin-diaphorase fluorescence; inhibition, % at 20 µM; actives 0.78% (n = 350,000); AID 504690, 2011;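 active = inhibition reaching at least a set limit at 20 µM in the primary screen, cut at about 59% in these data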;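 also: 0% = DMSO wells with substrate and 100% = DMSO wells lacking glucose-6-phosphate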
# SENP8 block-1 – SENP8 protease inhibitors, primary screen, biochemical, luminescence | inhibition, % at 10 µM | Sentrin-specific protease 8 (Homo sapiens), Q96LD8 | AID 2540, 2010 | purified SENP8, Z-RLRGG-aminoluciferin cleavage | actives 1.2% (n = 330,000); in the data active = inhibition above about 50%
# SENP6 inh – SENP6 protease inhibitors, primary screen, biochemical, luminescence, uHTS. inhibition, % at 10 µM. actives 1.8% (n = 330,000). Recombinant SENP6 catalytic domain, aminoluciferin luminescence;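 active = inhibition above about 50% at the single tested dose, limit read from the data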;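 also: plate controls were DMSO wells with enzyme for no effect and DMSO wells lacking enzyme for full effect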
# SENP1 inh – human SENP1 catalytic domain inhibitors, primary screen, biochemical, FRET, uHTS | recombinant SENP1 catalytic domain, CyPet-SUMO1-YPet FRET cleavage | inhibition, % at 10 µM | Sentrin-specific protease 1 (Homo sapiens), Q9P0U3 | actives 0.21% (n = 360,000);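 active = inhibition at least 30% at 10 µM, raw YFP signal under a set limit, fluorescence ratio 0.5 to 1.5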;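 also: 0% = enzyme with DMSO and 100% = no enzyme wells; some results filed as inactive read as strong as hits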
#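 Assay system: hSENP1 catalytic domain, recombinant. Amount: SENP1 enzyme, 20 pM final. Schedule: 50 min reaction, RT, dark. Technique: FRET, CFP and YFP emission. Control set: no-enzyme wells low, DMSO-plus-enzyme wells high control.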
# SENP8 block-2 – human SENP8 protease inhibitors, primary screen, biochemical, fluorescence, Nedd8 protein substrate, uHTS; Sentrin-specific protease 8 (Homo sapiens), Q96LD8; recombinant SENP8; inhibition, % at 20 µM; actives 0.64% (n = 360,000); AID 602440, 2012; in the data active = inhibition mostly above about 40%, no sharp cut-off; inactive = mostly below about 27%
# Apaf-1 inh – inhibitors of human Apaf-1 apoptosome, primary screen, biochemical, DEVD-Rh110 fluorescence, uHTS. Apoptotic protease-activating factor 1 (Homo sapiens), O14727. reconstituted apoptosome caspase-3 activity. inhibition, % at 20 µM. actives 0.71% (n = 330,000). AID 489030, 2010; active = inhibition of at least 40% at 20 µM;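 also: plate controls were DMSO wells for no effect and DEVD-CHO caspase inhibitor wells for full effect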
# Target sequence (O14727 whole entry, looked up): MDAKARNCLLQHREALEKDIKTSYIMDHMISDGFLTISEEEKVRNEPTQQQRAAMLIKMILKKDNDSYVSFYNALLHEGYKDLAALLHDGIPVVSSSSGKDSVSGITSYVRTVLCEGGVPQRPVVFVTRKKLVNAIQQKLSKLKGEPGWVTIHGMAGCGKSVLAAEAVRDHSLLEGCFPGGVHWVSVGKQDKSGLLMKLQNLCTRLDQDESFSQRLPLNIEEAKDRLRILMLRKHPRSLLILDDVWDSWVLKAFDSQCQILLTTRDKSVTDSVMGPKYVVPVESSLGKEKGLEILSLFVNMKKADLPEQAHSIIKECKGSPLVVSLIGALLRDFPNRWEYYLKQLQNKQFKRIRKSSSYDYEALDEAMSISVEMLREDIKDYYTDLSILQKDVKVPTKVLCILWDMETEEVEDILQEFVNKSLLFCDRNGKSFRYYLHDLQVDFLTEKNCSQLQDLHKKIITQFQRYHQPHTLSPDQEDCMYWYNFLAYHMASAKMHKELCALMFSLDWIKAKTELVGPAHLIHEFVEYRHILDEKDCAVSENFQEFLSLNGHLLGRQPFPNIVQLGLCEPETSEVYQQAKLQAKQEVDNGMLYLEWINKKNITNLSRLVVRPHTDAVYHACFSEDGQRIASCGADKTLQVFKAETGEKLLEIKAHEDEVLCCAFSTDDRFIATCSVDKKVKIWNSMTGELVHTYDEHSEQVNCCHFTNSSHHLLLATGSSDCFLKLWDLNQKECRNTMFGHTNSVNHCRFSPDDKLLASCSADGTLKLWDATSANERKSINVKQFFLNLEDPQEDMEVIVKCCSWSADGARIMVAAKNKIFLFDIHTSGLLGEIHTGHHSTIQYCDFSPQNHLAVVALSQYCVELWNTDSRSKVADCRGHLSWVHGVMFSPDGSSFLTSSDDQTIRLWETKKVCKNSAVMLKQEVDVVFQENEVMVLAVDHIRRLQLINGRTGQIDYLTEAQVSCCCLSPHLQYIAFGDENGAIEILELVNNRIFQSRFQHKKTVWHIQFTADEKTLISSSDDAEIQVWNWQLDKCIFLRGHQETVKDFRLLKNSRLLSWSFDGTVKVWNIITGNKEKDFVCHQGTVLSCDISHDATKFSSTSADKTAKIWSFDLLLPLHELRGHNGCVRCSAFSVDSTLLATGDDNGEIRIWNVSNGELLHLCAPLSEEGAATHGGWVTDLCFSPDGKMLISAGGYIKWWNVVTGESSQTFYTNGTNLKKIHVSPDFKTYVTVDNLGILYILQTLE
#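 Medium: Hepes buffer, pH 7.5 / System: biochemical Apaf-1 apoptosome reconstitution / Measured by: Rh110 fluorescence, excitation 480 nm, emission 540 nm / Times: compound with Apaf-1, dATP, procaspase-3 30 min, then 50 min reaction, room temperature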
# The depositor's hits bear a star; · = no result given.
# Codes: A = SENP7 inh; B = HKDC1 inh; C = PfGluPho inh; D = SENP8 block-1; E = SENP6 inh; F = SENP1 inh; G = SENP8 block-2; H = Apaf-1 inh
[1] CC1(C)Cc2ccccc2/C(=C/C(=O)c2ccccc2)N1
  A: -6	B: 10	C: 31	D: -2	E: -13	F: 1	G: 20	H: 15
[2] CCOc1ccc(=O)n(-c2ccccc2)n1
  A: 4	B: 1	C: 9	D: 3	E: 7	F: 4	G: 24	H: -7
[3] COc1ccc(C(=O)NCC2(c3ccccc3)CCCC2)c(OC)c1
  A: -6	B: -1	C: 13	D: 3	E: 11	F: 0	G: 5	H: 14
[4] COc1ccc(/C=N/Nc2nonc2N)c(OC)c1
  A: 7	B: -7	C: -5	D: -3	E: 4	F: -1	G: -14	H: -4
[5] CC(C(=O)NCc1cccs1)n1cccc1 (configuration not stated)
  A: -10	B: -5	C: -14	D: -5	E: 0	F: -5	G: 21	H: 2
[6] O=S(=O)(c1ccc(F)cc1)N1CCCc2ccccc21
  A: 5	B: ·	C: ·	D: -3	E: 0	F: ·	G: ·	H: 12
[7] CN(CC(=O)N1CCN(c2cccc(Cl)c2)CC1)S(=O)(=O)c1cccs1
  A: 5	B: -2	C: 8	D: 5	E: 17	F: 2	G: 8	H: 5
[8] CC(C)(C)c1ccc(OCC(=O)N(c2ccccn2)C2CCCCC2)cc1
  A: -4	B: 2	C: -1	D: -4	E: -3	F: 3	G: 24	H: 16
[9] COc1ccc(CN2CCN(S(=O)(=O)c3ccc(F)cc3)CC2)cc1OC
  A: -6	B: -8	C: 6	D: -8	E: 1	F: 1	G: 16	H: -18
[10] O=C(c1ccc(S(=O)(=O)N2CCc3ccccc3C2)cc1)N1CCCCC1
  A: 2	B: -6	C: -25	D: 7	E: -1	F: -2	G: 16	H: 2
[11] COCCNC(=O)c1ccc(S(=O)(=O)N2CCCc3ccccc32)cc1
  A: -4	B: -3	C: 4	D: 6	E: -11	F: 4	G: 13	H: -1
[12] Cn1c(=O)c2[nH]c(N3CCCCC3)nc2n(C)c1=O
  A: 5	B: 0	C: 0	D: -5	E: -18	F: 1	G: 22	H: 1
[13] CCn1c(SCC(=O)N2CCCCCC2)nc2ccccc2c1=O
  A: 7	B: -4	C: -20	D: 9	E: -14	F: -1	G: 16	H: 5
[14] O=C1C(Cc2ccc(O)cc2)NC(=S)N1c1ccccc1 (configuration not stated)
  A: 0	B: -4	C: -12	D: -5	E: -10	F: 2	G: 20	H: -17
[15] CCNc1nc(NCC)nc(-n2nc(C)cc2C)n1
  A: -3	B: -10	C: 21	D: -1	E: -21	F: 1	G: 14	H: -21

# Complete entries as entered above. Screens in order: SENP7 inh, HKDC1 inh, PfGluPho inh, SENP8 block-1, SENP6 inh, SENP1 inh, SENP8 block-2, Apaf-1 inh
# Profile of O=C(c1ccc(S(=O)(=O)N2CCc3ccccc3C2)cc1)N1CCCCC1 → 2, -6, -25, 7, -1, -2, 16, 2
# Profile of COCCNC(=O)c1ccc(S(=O)(=O)N2CCCc3ccccc32)cc1 → -4, -3, 4, 6, -11, 4, 13, -1

# The listing continues.
# Codes: A = SENP7 inh; B = HKDC1 inh; C = PfGluPho inh; D = SENP8 block-1; E = SENP6 inh; F = SENP1 inh; G = SENP8 block-2; H = Apaf-1 inh
[16] CC(=O)Nc1ccc(/C(C)=N/Nc2nc(Nc3cccc4ccccc34)nc(N3CCOCC3)n2)cc1
  A: -6	B: -7	C: 23	D: -14	E: -8	F: 1	G: -12	H: -5
[17] CC(=O)c1cccc(NS(=O)(=O)N2CCOCC2)c1
  A: -2	B: -6	C: -2	D: -4	E: -7	F: -1	G: 2	H: -3
[18] COc1cccc2c1C(=O)CC1C2CCC2CC(=O)CCC21C (configuration not stated)
  A: -6	B: -4	C: 17	D: 2	E: 6	F: 1	G: 14	H: 1
[19] O=C(NC1CCCCCCC1)c1cccs1
  A: -8	B: 4	C: -10	D: -12	E: -14	F: 2	G: 14	H: 4
[20] COc1ccc(-c2cc(-c3n[nH]c(=S)n3-c3ccccc3Cl)[nH]n2)cc1
  A: -4	B: -3	C: -2	D: -8	E: -11	F: 2	G: -6	H: 4
[21] COc1ccc(N2CCN(C(=O)Cn3cnc4c(cnn4-c4ccc(C)cc4)c3=O)CC2)cc1
  A: -4	B: -6	C: 0	D: 2	E: -16	F: 1	G: 7	H: -1
[22] COc1cc(NS(=O)(=O)c2ccc(NC(=S)Nc3ccccc3)cc2)nc(OC)n1
  A: 5	B: 1	C: 14	D: 6	E: 2	F: 2	G: 9	H: 10
[23] CCNC(=O)CSc1nc2ccccc2c(=O)n1CCCOC(C)C
  A: 3	B: -2	C: -3	D: -6	E: -11	F: -1	G: 12	H: -5
[24] CC1CCc2c(sc(NC(=O)c3cccn3C)c2C(N)=O)C1 (configuration not stated)
  A: -1	B: 7	C: 22	D: 3	E: 9	F: -37	G: -474	H: 10
[25] O=C(OCCOc1ccccc1F)c1cccc(S(=O)(=O)N2CCOCC2)c1
  A: -7	B: 2	C: -7	D: 6	E: -1	F: 1	G: 22	H: -4
[26] NCc1cccc(CNc2ccc([N+](=O)[O-])cc2C(N)=O)c1
  A: -9	B: -1	C: -3	D: 5	E: -5	F: -1	G: 24	H: -1
[27] Cc1ccccc1CS(=O)(=O)Cc1ccc(C(=O)NCc2ccccn2)o1
  A: -3	B: -9	C: -11	D: 2	E: 3	F: -6	G: -8	H: -8
[28] Cc1ccc(S(=O)(=O)NNC(=O)CC#N)cc1
  A: 2	B: -3	C: -11	D: -2	E: -6	F: 1	G: 14	H: 1
[29] CC(C)(C)OC(=O)N1CCN(C(=O)c2[nH]cnc2C(=O)NCc2ccccc2)CC1
  A: -13	B: -4	C: -11	D: -11	E: 2	F: 0	G: 11	H: 3
[30] CCN(CC)C(=O)CN(c1cccc(C(F)(F)F)c1)S(C)(=O)=O
  A: -10	B: -3	C: -12	D: -10	E: -10	F: 0	G: 11	H: -7
[31] Cc1ccc(OCc2nc3ccccc3[nH]2)cc1
  A: 68*	B: -8	C: 1	D: 61*	E: 45	F: 1	G: 4	H: -2

# Among those listed so far, these contain an aryl methoxy group.
# Codes: A = SENP7 inh; B = HKDC1 inh; C = PfGluPho inh; D = SENP8 block-1; E = SENP6 inh; F = SENP1 inh; G = SENP8 block-2; H = Apaf-1 inh
[3] COc1ccc(C(=O)NCC2(c3ccccc3)CCCC2)c(OC)c1
  A: -6	B: -1	C: 13	D: 3	E: 11	F: 0	G: 5	H: 14
[4] COc1ccc(/C=N/Nc2nonc2N)c(OC)c1
  A: 7	B: -7	C: -5	D: -3	E: 4	F: -1	G: -14	H: -4
[9] COc1ccc(CN2CCN(S(=O)(=O)c3ccc(F)cc3)CC2)cc1OC
  A: -6	B: -8	C: 6	D: -8	E: 1	F: 1	G: 16	H: -18
[18] COc1cccc2c1C(=O)CC1C2CCC2CC(=O)CCC21C (configuration not stated)
  A: -6	B: -4	C: 17	D: 2	E: 6	F: 1	G: 14	H: 1
[20] COc1ccc(-c2cc(-c3n[nH]c(=S)n3-c3ccccc3Cl)[nH]n2)cc1
  A: -4	B: -3	C: -2	D: -8	E: -11	F: 2	G: -6	H: 4
[21] COc1ccc(N2CCN(C(=O)Cn3cnc4c(cnn4-c4ccc(C)cc4)c3=O)CC2)cc1
  A: -4	B: -6	C: 0	D: 2	E: -16	F: 1	G: 7	H: -1
[22] COc1cc(NS(=O)(=O)c2ccc(NC(=S)Nc3ccccc3)cc2)nc(OC)n1
  A: 5	B: 1	C: 14	D: 6	E: 2	F: 2	G: 9	H: 10
